Screening data deposited in PubChem BioAssay by National Center for Advancing Translational Sciences (NCATS).
TbPYK inhibitor: T. brucei pyruvate kinase inhibition. TbPYK enzyme, Kinase-Glo Plus ATP luminescence, 45 min. Potency, µM (series often up to 76.8 µM), without a hit: at the highest dose activity, negative = inhibition, hits mostly inhibitors. Q57TT1. AID 624173. 0.12% of 410,000 active; further: potency means the concentration at half of the fitted maximal effect; nearly all actives have a fitted effect of over 50% in size
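ADP (130 uM final) triggers the TbPYK reaction after compound addition; incubation is 45 min at room temperature. Kinase-Glo Plus is then added and luminescence imaged. Normalized data are fitted to concentration-effect curves.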
HCMV inh: blocks human cytomegalovirus replication; HFF cells, HCMV-luciferase reporter, 72 h; active compounds read low; 4.5% of 410,000 active; AID 1259415; activity change, negative = inhibition, % at 57.5 µM; in the data active means activity change below about -60%; inconclusive means no clear call, values can overlap the other calls; inactive means above about -39%
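Cell-based, HFFs, 1000 cells/well, 16 h 37C; cpds in DMSO + HCMV-luc, MOI 1 PFU/cell; 72 h 37C; OneGlo luminescence after 5 min RT; norm. to buffer vs Salinomycin 10uM.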
AmpC detergent: blocks E. coli AmpC beta-lactamase in detergent assay; Potency, µM (series often up to 114 µM), for the others: at the top dose activity change, negative = inhibition, most hits filed as inhibitors; AID 485294; 0.041% of 370,000 active; P00811; AmpC hydrolysis of nitrocefin, absorbance 480 nm, 0.01% Triton;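 further: potency means the concentration at half of the fitted maximal effect; 0% = no-compound wells and -100% = no-enzyme wells; nearly all actives have a fitted effect of over 25% in size; some results filed as inactive show a strong effect at the top dose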
Target sequence (P00811 whole entry, looked up): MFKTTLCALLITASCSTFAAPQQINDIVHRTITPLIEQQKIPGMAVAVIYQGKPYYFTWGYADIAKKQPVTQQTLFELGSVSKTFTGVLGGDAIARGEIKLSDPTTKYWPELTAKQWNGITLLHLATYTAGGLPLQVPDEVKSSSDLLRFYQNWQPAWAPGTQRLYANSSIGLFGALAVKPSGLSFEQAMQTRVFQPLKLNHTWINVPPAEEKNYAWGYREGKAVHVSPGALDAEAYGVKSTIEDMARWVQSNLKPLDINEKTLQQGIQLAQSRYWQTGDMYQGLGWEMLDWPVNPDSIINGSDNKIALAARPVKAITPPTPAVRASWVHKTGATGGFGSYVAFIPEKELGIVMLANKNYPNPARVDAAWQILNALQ
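AmpC (5.3 nM in the dispensed reagent) in 20 mM phosphate pH 7.0 with 0.01% (detergent screen) or 0.0001% Triton X-100 was preincubated with compounds for 15 min at room temperature. Nitrocefin was then added from an 800 uM solution, and hydrolysis was followed at 480 nm.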
AMA1-RON2 inh: AMA1-RON2 (P. falciparum) interaction inhibition. AlphaScreen AMA1-biotinylated RON2 peptide binding. Potency, µM (series often up to 58.2 µM), for the others: at the top dose activity change, negative = inhibition, actives largely listed as inhibitors. 0.2% of 360,000 active;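 further: potency means the concentration at half of the fitted maximal effect; 0% = vehicle wells and -100% = peptide control; nearly all actives have a fitted effect of over 45% in size; some results filed as inactive show a strong effect at the top dose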
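AMA1 (3D7) with his tag at 25 nM final met compounds first, then biotinylated RON2 peptide at 25 nM; detection used donor plus acceptor beads, 10 µg/mL apiece, read by AlphaScreen after 30 min at room temperature.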
HCV inhibitor: inhibitors of hepatitis C virus infection | Huh7.5.1 HCVcc-Cre infection, luciferase reporter, 44 h | Potency, µM (top dose mostly 41.8 µM), without a hit: at the top dose activity change, negative = inhibition, usual class: inhibitors | 3.4% of 340,000 active | AID 651820; further: potency means the concentration at half of the fitted maximal effect
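Infectious HCV cell culture screen: compound-treated cells (1,000/well, pre-plated 4 h) are infected with HCVcc-Cre at roughly 0.5 moi and grown 44 h. Infection is quantified by luciferase signal after 15 min substrate incubation at room temperature.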
LmPK inhibitor: blocks Leishmania mexicana pyruvate kinase activity; Q27686; purified LmPK, Kinase-Glo ATP luminescence, 1 h; Potency, µM (top dose mostly 57.5 µM), inactives show at the highest dose activity change, negative = inhibition, most hits filed as inhibitors; 0.37% of 290,000 active; AID 1721; further: potency means the concentration at half of the fitted maximal effect
Target sequence (Q27686 whole entry, looked up): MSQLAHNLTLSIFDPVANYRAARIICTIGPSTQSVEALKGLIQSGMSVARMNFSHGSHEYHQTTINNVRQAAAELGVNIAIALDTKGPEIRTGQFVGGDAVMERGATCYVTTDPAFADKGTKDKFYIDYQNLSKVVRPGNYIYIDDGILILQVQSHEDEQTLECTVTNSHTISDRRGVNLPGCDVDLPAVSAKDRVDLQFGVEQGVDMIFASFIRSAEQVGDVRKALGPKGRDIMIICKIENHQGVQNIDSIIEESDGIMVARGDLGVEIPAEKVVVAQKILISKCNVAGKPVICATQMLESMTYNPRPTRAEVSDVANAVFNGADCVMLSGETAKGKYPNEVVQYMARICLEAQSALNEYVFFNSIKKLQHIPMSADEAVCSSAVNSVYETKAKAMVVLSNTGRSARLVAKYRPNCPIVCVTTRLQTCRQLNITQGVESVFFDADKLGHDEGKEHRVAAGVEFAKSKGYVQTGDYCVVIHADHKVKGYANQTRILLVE
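In 50 mM imidazole pH 7.2 with 7 mM MgCl2, LmPK (0.1 nM) turned over PEP (0.5 mM) and ADP (0.1 mM) for 1 h at room temperature. Luciferase read-out of ATP.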
AmpC inh no detg: blocks E. coli AmpC beta-lactamase in detergent-free assay. P00811. AmpC nitrocefin hydrolysis, absorbance 480 nm, 0.0001% Triton. Potency, µM (highest dose often 57.1 µM), inactives show top-dose activity change, negative = inhibition, hits mostly inhibitors. 0.52% of 330,000 active;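 further: potency means the concentration at half of the fitted maximal effect; plate controls were no compound for no effect and no enzyme for full effect; nearly all actives have a fitted effect of over 20% in size; some results filed as inactive show a strong effect at the top dose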
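20 mM phosphate pH 7.0 + 0.01% (detergent screen) or 0.0001% Triton X-100; 5.3 nM AmpC reagent; cpd preinc 15 min RT; nitrocefin (800 uM stock) to start; A480 q20 s × 4 min; Activity was normalised to no-enzyme and no-compound control wells.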
* hit, by the source's call; ? = inconclusive; / = no result given; [ ] = remark or other dose. Unless noted, the call rests on the fitted dose curve; in most records, active means well fitted curve in the direction sought with a large enough effect; inconclusive means small, poorly fitted or top-dose-only effect, or another doubt; inactive means no such curve, though single readings can be large; an effect the other way counts as inactive or inconclusive. Unless noted, on the % scale 0 is the no-effect control and ±100 the full control effect.

Structure | TbPYK inhibitor | HCMV inh | AmpC detergent | AMA1-RON2 inh | HCV inhibitor | LmPK inhibitor | AmpC inh no detg
O=C(CSc1nnc(NC(=O)c2ccco2)s1)Nc1ccc(F)cc1F | -5% | -16 | -2% | 15% | / | -7% | -2%
COc1cccc(CN2CCN(Cc3nc(C(C)C)cs3)CC2CCO)c1 (stereo unspecified) | -1% | 11 | -2% | 11% | -16% | -5% | 101%[activator]
CC(c1ccccc1)C1CC(=O)N(c2ccc([N+](=O)[O-])cc2)C1=O (stereo unspecified) | 6% | 3 | 4% | -6% | 10% | 1% | -1%
O=C(NC1CCCC1)C(c1cccnc1)N(C(=O)c1csnn1)c1ccccc1Cl (stereo unspecified) | 1% | -13 | ? | 20% | ? | -4% | -4%
Cc1ccc(NC(=O)c2nc(S(C)(=O)=O)ncc2N(Cc2ccco2)Cc2cccs2)c(C)c1 | 2% | -28 | 1% | / | / | / | /
O=[N+]([O-])c1cccc(S(=O)(=O)N2CCCCC2)c1 | -14% | -10 | 1% | -5% | 3% | 1% | 6%
O=C(CSCC(=O)NN=Cc1ccccc1)NN=Cc1ccccc1 | 5% | -5 | / | 0% | -3% | / | /
CCc1nc2cccnc2n1-c1ccc(CC(=O)NC(C)CC)cc1 (stereo unspecified) | -8% | ? | -8% | -3% | -19% | -4% | -2%
COCCNC(=O)c1ccc2c3n(nc2c1)-c1ccc(C)cc1CO3 | -3% | 143 | -1% | 16% | -22% | -9% | 48%
Oc1[nH]c2ccccc2c1N=Nc1c(F)c(F)c(C(F)(F)F)c(F)c1F | 6% | -38 | -5% | -3% | 14% | -2% | -21%
CC(=O)N1CCN(CCN=CC2=C(O)CC(c3ccc(Cl)cc3)CC2=O)CC1 (stereo unspecified) | -24% | 26 | ? | 45%[activator] | 13% | 1% | 42%
Cc1ccc(C2C3=C(CC(C)(C)CC3=O)Nc3onc(C)c32)cc1 (stereo unspecified) | -14% | ? | 7% | 11% | 10% | 5% | -19%
COc1cc2c(cc1OC)C(c1c(O)n(CCc3ccccc3)c(=S)[nH]c1=O)NCC2 (stereo unspecified) | -1% | -64* | 4% | 24% | -9% | 1% | -7%
CCc1ccc(Nc2cc(C(=O)NCCCN3CCOCC3)c3ccccc3n2)cc1 | 1% | ? | -8% | 12% | ? | 9% | 190%[activator]
O=C(CCC(=O)N1CCCC1)Nc1nnc(C(F)(F)F)s1 | 1% | 17 | -10% | 1% | -1% | -2% | -5%
CCOC(=O)N1CCN(C(=O)CSc2nc3c(cnn3-c3ccc(C)cc3)c(=O)[nH]2)CC1 | 7% | -2 | -1% | 7% | 2% | 6% | 0%
CC1(Cc2cc(Cl)ccc2C(F)(F)F)C(=O)Nc2cc(C(F)(F)F)ccc21 (stereo unspecified) | -7% | -22 | / | 1% | / | / | /
COc1cc([C@@H]2c3cc4c(cc3[C@@H](O)[C@@H](CO)[C@@H]2CO)OCO4)cc(OC)c1O[Si](C)(C)C(C)(C)C | / | / | -2% | / | / | 9% | 268%[activator]
O=c1c2ccccc2nnn1Cc1ccccn1 | -12% | 70 | ? | 17% | 6% | -1% | -14%
CCN(CCCCCCN)c1ccc2c(=O)[nH][nH]c(=O)c2c1 | -6% | ? | 10% | -2% | 4% | -1%[11.5 µM] | -54%
COc1ccc(N(C(=O)c2snc(C(N)=O)c2N)C(C(=O)NC2CCCC2)c2ccco2)cc1OC (stereo unspecified) | 2% | -8 | -11% | 12% | ? | -2% | 83%[activator]
O=C(NCCNc1ccc([N+](=O)[O-])cc1)c1ccccc1F | 2% | -33 | -7% | 1% | 0% | -4% | -2%
CC1CN(C(=O)CCC(=O)Nc2cc(F)ccc2F)c2ccccc2S1 (stereo unspecified) | -1% | -78* | -14% | / | / | / | /
CCOc1ccc(CCNC(=O)CCNC(=O)c2ccc(Br)cc2)cc1OCC | 2% | / | -6% | 4% | 7% | -8% | -2%
Cc1ccc(-n2ncc(C(=O)NCCCN3CCN(c4cccc(Cl)c4)CC3)c2-n2cccc2)cc1 | -4% | -16 | 29% | / | / | / | /
COc1cccc(-c2cc(C(F)(F)F)n3ncc(C(=O)OC(C)C)c3n2)c1 | 2% | -18 | 8% | / | / | / | /
Cc1cc(=O)n2nc(N3CCCC(C(=O)NCCc4ccccc4)C3)sc2n1 (stereo unspecified) | -10% | 2 | ? | -9% | 17% | -2% | -9%
COc1ccccc1C(CNC(=O)c1cccc(NS(=O)(=O)c2ccc(C)c(F)c2)c1)N1CCCC1 (stereo unspecified) | -6% | -26 | ? | 31%[activator] | ? | / | 23%
O=C(COC(=O)CNC(=O)c1ccc(-c2ccccc2)cc1)NCc1ccco1 | 0% | 32 | -4% | -16% | 13% | -1% | 1%
CCOC(=O)/C(C#N)=C/c1c(N2CCN(c3ccccc3)CC2)nc2c(C)cccn2c1=O | 1% | 26 | ? | -5% | ? | 8% | -24%
CSc1cnn(CCC#N)c(=O)n1 | 4% | 26 | / | 3% | / | / | /
Cc1cc(C)cc(C(=O)Nc2c3c(nn2C(C)(C)C)CS(=O)(=O)C3)c1 | -2% | -11 | 9% | 1% | 13% | 1% | -5%
CC(C)c1cccc(OCCCCN(C)C)c1 | -4% | -20 | -1% | -14% | -2% | -1% | 56%
Cc1ccc2oc(=O)c3cnn(CC(=O)N4CCCCC4C)c3c2c1 (stereo unspecified) | 0% | 23 | -1% | -1% | 1% | 0% | 3%
CCOC(=O)C1CCCN(C(=O)c2cc(Nc3ccc(OC)c(OC)c3)nc3ccccc23)C1 (stereo unspecified) | 11% | 44 | 0% | -17% | ? | -1% | 146%[activator]
CCCCNC(=O)CCCn1c(=O)c2ccccc2n(CC(=O)Nc2ccccc2OCC)c1=O | -2% | 10 | 17% | / | / | / | /
O=C(N1CCOCC1)N1CCN(S(=O)(=O)c2ccc(Cl)cc2)C1 | -3% | 2 | 1% | -9% | 11% | -1% | -10%
CCCCc1c(O)nc2n(c1=O)CCS2 | 3% | 13 | 1% | 1% | -10% | 1% | -21%
COCCNC(=O)CCc1nnc(C2(c3ccc(Cl)cc3)CCC2)o1 | 6% | -25 | 0% | -6% | 12% | -21% | 42%
CCOC(=O)C1CCCN(c2c(NCCN(C)Cc3ccccc3)c(=O)c2=O)C1 (stereo unspecified) | 1% | 32 | ? | 17% | 0% | 1% | -30%
O=C1OC(=O)c2c(Br)c(Br)c(Br)c(Br)c21 | -4% | 24 | -6% | -5% | ? | / | -11%
O=C(CN1CCCC1)Nc1ccc(F)c(Cl)c1 | 1% | -1 | 4% | -13% | -15% | 0% | -13%
CCCCCn1c(=O)c2ccccc2n2c(=S)[nH]nc12 | ? | ? | -8% | 92%[activator] | 3% | -27% | -44%
CCOC(=O)c1cc(-c2csc(COc3ccc(Cl)cc3)n2)on1 | -8% | 12 | 1% | 10% | 4% | 0% | -19%
c1csc(-c2nc3ccccc3s2)c1 | -27% | 13 | -7% | 14% | 3% | ? | -38%
COCCCNC(=O)c1cc2c(=O)n3cccc(C)c3nc2n(C(C)C)c1=N | 4% | 2 | -5% | 0% | 21% | 3% | -42%
COc1cc2c(c(O)c1OC)C(=O)C(OC)CCC2 (stereo unspecified) | 6% | 92 | 3% | -1% | 5% | -5% | -20%
Cc1cccc2cc(CN(CC3CCCO3)C(=O)c3ccncc3)c(=O)[nH]c12 (stereo unspecified) | 8% | -33 | -8% | -2% | -1% | 1% | 4%
O=C(NC1CCCCCC1)C(=S)N1CCCC1 | 6% | -25 | -2% | -3% | 14% | 0% | 3%
Cc1c(C(=O)NCC2CCCO2)sc2nc(-c3ccccc3)cn12 (stereo unspecified) | -8% | 71 | 1% | -1% | -8% | 2% | 54%
O=C(NC1CCS(=O)(=O)C1)c1sc2ccccc2c1Cl (stereo unspecified) | 3% | -27 | 8% | 17% | -5% | 4% | -17%
CN(C)C(=S)NC(=O)c1cccc(Cl)c1 | -24% | 19 | -8% | 120%[activator] | -23% | -2% | -12%
CN(CC(=O)Nc1ccccc1Cl)CC(=O)c1c(N)n(Cc2ccccc2)c(=O)n(C)c1=O | -2% | -23 | -3% | 10% | 0% | / | -1%
COc1ccc(C(CC(=O)N2CCN(C)CC2)NC(=O)C(F)(F)F)cc1 (stereo unspecified) | 1% | 73 | -1% | 3% | 12% | 1% | 0%
COc1ccc(N2CCN(C(=O)CCN3C(=O)c4ccccc4S3(=O)=O)CC2)cc1 | 1% | / | 1% | -13% | 10% | -2% | 15%
CCc1ccc(OC(C)C(=O)N2CCC(c3nc4ccccc4o3)CC2)cc1 (stereo unspecified) | 2% | 1 | 0% | / | / | / | /
O=c1c(/C=N/N2CCOCC2)c(C(F)(F)F)[nH]n1-c1ccccc1 | 8% | -12 | -1% | 5% | -28% | 0% | -34%
COc1cc2oc3cc(C)oc(=O)c3c2cc1OC | -6% | 161 | -14% | -5% | -23% | -5% | 11%
O=C(Nc1ccccc1)c1ccc(=O)[nH]n1 | 2% | -16 | -7% | 8% | 23% | 2% | -8%
Cc1cc(C)c2c(c1)N[C@H](c1cccs1)[C@@H]1CCO[C@H]21 | 0% | -35 | 13% | -12% | -3% | 3% | 1%
CSCCC(NC(=O)c1ccco1)C(=O)N1CC=C(c2ccccc2)CC1 (stereo unspecified) | -5% | / | -1% | -6% | / | -5% | 45%
COc1ccc(C(=C(CC(=O)O)C(=O)OC(C)(C)C)c2cc(OC)c(OC)c(OC)c2)cc1OC | -6% | 23 | / | 23% | 13% | / | /
Cc1ccc(NC(=O)C(CC(=O)O)C2CCCO2)c(C)c1 (stereo unspecified) | -3% | -36 | -5% | -6% | 16% | 3% | -15%

Complete entries as entered above. Order of values: TbPYK inhibitor	HCMV inh	AmpC detergent	AMA1-RON2 inh	HCV inhibitor	LmPK inhibitor	AmpC inh no detg
c1csc(-c2nc3ccccc3s2)c1 across the screens: -27%	13	-7%	14%	3%	?	-38%
CCOC(=O)c1cc(-c2csc(COc3ccc(Cl)cc3)n2)on1 across the screens: -8%	12	1%	10%	4%	0%	-19%
COc1ccc(C(=C(CC(=O)O)C(=O)OC(C)(C)C)c2cc(OC)c(OC)c(OC)c2)cc1OC across the screens: -6%	23	/	23%	13%	/	/
CN(C)C(=S)NC(=O)c1cccc(Cl)c1 across the screens: -24%	19	-8%	120%[activator]	-23%	-2%	-12%
